Screens deposited in PubChem BioAssay by several laboratories.
PfM18AAP inh: PfM18AAP inhibitors, malaria aminopeptidase, primary screen, biochemical, QFRET, recombinant enzyme; M18 aspartyl aminopeptidase (Plasmodium falciparum 3D7); H-Glu-NHMec fluorogenic cleavage; inhibition, % at 7.35 µM; actives 1.2% (n = 290,000); AID 1822, 2009;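 active = inhibition above the campaign mean inhibition over all tested compounds plus 3 SD, cut at about 28% in these data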;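 note: 0% = plate median of test compound wells and 100% = 2 mM ZnCl2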
IDE inh: human IDE inhibitors in live cells, primary screen, fluorescence polarization, HEK cells, FAbetaB substrate | Insulin-degrading enzyme (Homo sapiens), P14735 | FAbetaB cleavage | inhibition, % at 5.59 µM | actives 0.41% (n = 320,000) | AID 434962, 2010;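 active = percent inhibition above the average of all tested compounds plus 3 SD, set per screening campaign, cut at about 16% in these data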;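 note: IDE supplied by intact live HEK cells; FP after avidin binding of uncleaved biotin substrate so inhibition keeps polarization high; 0% = DMSO wells and 100% = 60 µM reference IDE inhibitor Ii1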
p-CIP stab down: p/CIP-EGFP fusion destabilizers, primary screen, fluorescence, F442A cells; Q05BA5; 16 h; decrease of EGFP signal, % at 10 µM; actives 0.01% (n = 290,000);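 active = EGFP signal decrease of at least 30% at 10 µM or well 3 SD below plate mean, unless failing retest; inactive = the rest, including hits failing retest or dose response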; note: some compounds called inactive have numbers as strong as hits; many of its hits are not listed in these tables
IDE cell activ: human IDE activators in live cells, primary screen, fluorescence polarization, HEK cells, FAbeta-B substrate. Insulin-degrading enzyme (Homo sapiens), P14735. FAbeta-B cleavage; 0% vehicle, 100% cell-free pure enzyme wells. activation, % at 5.96 µM. actives 0.073% (n = 340,000);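 active = activation above the mean of all tested compounds plus 3 SD, set per screening campaign, cut at about 17% in these data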
NS3 helicase inh: inhibitors of HCV NS3 helicase, primary screen, biochemical, Cy5 molecular beacon fluorescence; actives 0.56% (n = 290,000); NS3 helicase DNA unwinding; Hepatitis C virus NS3 helicase; inhibition, % at 10.9 µM;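 active = inhibition above the mean of all tested compounds plus 3 SD, set per campaign, cut at about 35% in these data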;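 note: 0% = DMSO wells and 100% = thioflavine S control wells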
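Material: hepatitis C virus NS3 helicase domain fragment enzyme; measured by: Cy5 fluorescence, 0 and 60 min reads; control set: DMSO and thioflavine S; incubation: 60 min unwinding reaction at 25 °C after ATP addition; read-out basis: % inhibition from 60/0 min fluorescence ratio, DMSO 0%, thioflavine S 100%; repeats: singlicate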
IMP-1 inhibitor: IMP-1 metallo-beta-lactamase inhibitors, primary screen, biochemical, epi-absorbance readout, Pseudomonas aeruginosa enzyme; metallo-beta-lactamase IMP-1 (Pseudomonas aeruginosa); purified IMP-1, nitrocefin hydrolysis, epi-absorbance fluorescence; inhibition, % at 5.6 µM; actives 0.45% (n = 290,000);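 active = inhibition above the mean plus 3 SD of all compounds in the same screening run, cut at about 4.5% in these data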;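 note: 0% = IMP-1 with DMSO and 100% = DMSO wells lacking enzyme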
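Assay system: purified IMP-1; Quantity: IMP-1 0.2 nM before substrate addition; Medium: HEPES buffer pH 7.1 with ZnSO4 and Brij 35; Incubation: 15 min enzyme–compound preincubation, then 25 min nitrocefin reaction, 25 °C; Signal: fluorescence quenching readout, ex 480/em 530 nm; Controls: DMSO with and without IMP-1; Repeats: singlicate testing.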
VIM-2 inh: VIM-2 metallo-beta-lactamase inhibitors, primary screen, biochemical, epi-absorbance readout, Pseudomonas aeruginosa enzyme | purified VIM-2, nitrocefin hydrolysis, epi-absorbance fluorescence | inhibition, % at 5.6 µM | actives 0.89% (n = 290,000) | AID 1527, 2009;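 active = inhibition above the mean of all tested compounds plus 3 SD, cutoff set per screening run, cut at about 7.5% in these data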;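 note: red hydrolysis product quenches plate fluorescence so inhibitors raise well fluorescence; 0% = enzyme with DMSO and 100% = DMSO without enzyme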
FID counter: compounds displacing fluorescent DNA intercalator, primary screen, artefact control for HCV NS3 helicase inhibitor project, biochemical, FID fluorescence. DNA fluorescent intercalator displacement. inhibition, % at 7.9 µM. actives 0.17% (n = 290,000). AID 1845, 2009; in the data active = inhibition above about 37%;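 note: 0% = vehicle and 100% = reference compound; higher means more ethidium bromide displaced from hairpin DNA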
SUMO HTRF inh: inhibitors of in vitro SUMOylation cascade, primary screen, biochemical, HTRF, uHTS | SUMO-conjugating enzyme UBC9 (Homo sapiens), P63279 | HTRF SUMOylation assay, SAE1/SAE2 + UBC9 | inhibition, % at 35 µM | actives 0.36% (n = 290,000); in the data active = inhibition above about 50%, passing the limit was not always enough; note: strong numbers were not always called active
Target sequence (P63279 whole entry, looked up): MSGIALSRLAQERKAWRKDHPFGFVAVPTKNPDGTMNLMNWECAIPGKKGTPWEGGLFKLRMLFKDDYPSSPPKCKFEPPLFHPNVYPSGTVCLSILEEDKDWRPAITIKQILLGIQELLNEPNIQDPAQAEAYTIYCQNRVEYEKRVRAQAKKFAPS
Starred values were filed as active, the others as inactive; nt = no result given.

SMILES	PfM18AAP inh	IDE inh	p-CIP stab down	IDE cell activ	NS3 helicase inh	IMP-1 inhibitor	VIM-2 inh	FID counter	SUMO HTRF inh
CC(OCc1ccccc1)C(NC(=O)OC(C)(C)C)C(=O)NCC1CCCO1 (stereo unspecified)	0	5	-10	2	-4	-3.3	-3.2	-24	13
COC(=O)N/N=C/c1cn(CCOc2ccccc2OC)c2ccccc12	-1	2	-17	2	-18	-5.0	-1.1	-27	-3
CN(C)CCCNC(=O)C(=O)Nc1cc2c3c(c1)CC(=O)N3CCC2	1	-2	10	0	-2	-2.3	0.5	6	9
CCN(C(=O)CN1C(=O)/C(=C/c2ccccc2F)SC1=S)C1CCS(=O)(=O)C1 (stereo unspecified)	-4	1	-6	6	-3	-1.9	0.1	-16	6
CCOc1ccc(CNc2ncnc(N)n2)cc1	-1	5	-10	-3	-5	-1.8	-2.9	-2	15
O=C(NC1CCCc2ccccc21)C1CCC(CNc2c(N3CCOCC3)c(=O)c2=O)CC1 (stereo unspecified)	3	-1	10	3	5	-3.7	-3.1	-19	-7
O=c1c2ccccc2sn1-c1ccc(S(=O)(=O)N2CCCCC2)cc1	12	-23	nt	-45	5	-2.6	-2.2	3	nt
O=C(CNC(=O)C1COc2ccccc2O1)N/N=C/c1ccc(O)cc1O (stereo unspecified)	6	-2	-8	6	11	-5.5	-2.2	1	1
CCN(Cc1ccncc1)Cc1cn[nH]c1-c1ccc(OC)cc1F	0	6	-8	-3	-4	-4.1	-4.2	2	14
CCCOC(=O)c1ccc(OCC(O)CN2CCN(C(=O)c3ccccc3)CC2)cc1 (stereo unspecified)	-8	3	-4	4	-5	-3.1	-0.1	-21	-21
C/C(CC(=O)NC12CC3CC(CC(C3)C1)C2)=N\NC(=O)c1ccc(F)cc1	-1	3	-6	-1	2	-3.7	-4.2	-17	7
CC(C)(C)c1ccc(C(=O)NCC(=O)OCC(=O)c2ccc3c(c2)-c2ccccc2C3)cc1	-4	14	0	-12	-7	-0.9	1.0	-9	-18
Cc1nnc(Sc2c(N)n(C)c(=O)n(C)c2=O)s1	-6	8	0	-2	4	-2.9	-3.4	-3	5
Cc1nn(CC(=O)NCCc2ccccc2)c(=O)c2cccn12	-5	-6	4	-2	-2	-2.8	-0.1	-6	15
Cc1ccc(-n2nc3c(=O)n(CCCC(=O)NCc4ccc(C)o4)nc(C)c3c2C)cc1	1	-1	-11	3	-7	-1.9	-3.9	-40	nt
O=C(O)CSCc1nc2ccccc2s1	7	2	4	4	11	-0.9	-0.8	0	14
Cn1c(Cn2cnc3ccccc32)nnc1SCc1ccccc1	-1	8	-11	4	3	-2.1	-0.5	-5	-5
CCOc1ccc(C(=O)NN2C(=S)NC(C)(C)C=C2C)cc1	0	-2	2	6	7	-1.1	-1.0	-5	24
Cc1ccccc1CNC(=O)c1ccccc1C	2	-4	1	3	-1	-4.9	-2.4	-4	-8
COc1ccc([C@@H]2[C@H]3CN(C(C)=O)CC=C3C(C#N)=C(N)C2(C#N)C#N)c2ccccc12	4	nt	0	-5	15	-1.5	1.2	-15	2
CC(=O)CC(C)(C)Nc1nc2cc([N+](=O)[O-])ccc2o1	4	2	-4	-2	31	-0.8	-4.1	-5	4
Cc1csc(NC(=O)CSc2nnc(Cc3cccn3C)n2CCc2ccccc2)n1	-3	2	-15	5	24	0.7	1.1	-57	23
COc1ccc(C)cc1S(=O)(=O)N(C)CC(=O)Nc1ccccc1	-8	2	-20	-2	7	-3.9	-0.6	-3	3
O=C(CCNC(=O)C1CCN(S(=O)(=O)c2ccc(F)cc2)CC1)NCc1ccccc1Cl	0	4	-17	-2	0	-3.3	-3.9	-40	9

Sorted by the number under IMP-1 inhibitor (largest number first): 3 of the compounds above.
Compound | IMP-1 inhibitor
Cc1csc(NC(=O)CSc2nnc(Cc3cccn3C)n2CCc2ccccc2)n1 | 0.7
O=C(O)CSCc1nc2ccccc2s1 | -0.9
Cc1nn(CC(=O)NCCc2ccccc2)c(=O)c2cccn12 | -2.8

Going on with the list.
SMILES	PfM18AAP inh	IDE inh	p-CIP stab down	IDE cell activ	NS3 helicase inh	IMP-1 inhibitor	VIM-2 inh	FID counter	SUMO HTRF inh
O=C(c1cc2ccccc2oc1=O)N1CCN(c2ccc(N3CCOCC3)nn2)CC1	2	0	-15	6	-5	-3.5	-2.4	-7	3
CC(C)CC(=O)Nc1cccc2c1C(=O)N(c1ccccc1)C2=O	-10	10	-7	5	-9	7.5*	-0.7	-14	11
O=C(CSc1nc2ccccc2o1)N1c2ccccc2Sc2ccccc21	1	-1	10	-1	1	-1.2	-1.2	-3	-31
CCC(NS(=O)(=O)c1cn(C)nc1C)c1ccccc1 (stereo unspecified)	-2	2	0	0	0	-0.9	-0.8	-3	5
COc1ccc(CNc2ncc(-c3ccccc3)n2C)c(OC)c1OC	4	6	1	-3	-8	-1.6	-1.5	7	1
CC(=O)Nc1ccc(NC(=O)CN(c2ccc([N+](=O)[O-])cc2)S(=O)(=O)c2ccccc2)cc1	-4	-2	-6	-2	3	-2.4	-3.0	5	-1
COc1cc(NS(=O)(=O)c2ccc(F)cc2)c(C(=O)O)cc1OC	-1	3	4	5	3	-0.8	-2.5	-5	17
Cc1c(CCC(=O)O)c(=O)n2c([nH]c3ccccc32)c1C#N	4	5	8	0	1	-3.6	0.0	-3	-8
Cc1ccc(C(CNC(=O)Nc2ccccc2)N2CCN(C)CC2)cc1 (stereo unspecified)	0	10	-3	2	12	-1.1	-2.4	16	14
CCOC(=O)c1c(-c2ccccc2)oc2ccc(OC)cc12	-1	-1	-6	4	5	-3.1	-1.4	-5	16
CCCCCOc1ccc(N2C(=O)C3C4C=CC(C3C2=O)N(C)C4=O)cc1 (stereo unspecified)	3	2	-15	0	-5	-1.6	0.0	-22	12
Cc1cccc(C)c1NC(=O)CCCSc1nnc(-c2ccc(Cl)cc2)n1-c1ccccc1	0	3	2	-3	-25	-1.8	-0.1	-8	3
COc1cccc(-c2c[nH]c(=O)[nH]c2=O)c1	4	1	6	-7	4	-1.6	-0.7	1	5
FC(F)(F)c1cccc(N2CCN(C(=S)NC3CCCCC3)CC2)c1	-2	-2	2	0	7	-1.4	0.0	-9	-13
Cc1cc(NS(=O)(=O)c2ccc(CC(C)C)cc2)no1	-1	3	3	-1	9	-2.9	-2.0	-9	-3
COc1ccc(CN(C)C(=O)c2ccc(NS(=O)(=O)c3ccc(F)cc3)cc2)c(OC)c1OC	-1	2	-11	10	-18	-2.6	-0.2	-44	9
O=C1N=C(N2CCCCC2)SC1=C1CCCC1	0	12	-6	1	-11	-1.7	-2.1	-3	15
CCCOc1ccc(/C=N/NC(=O)c2nnn(-c3nonc3N)c2-c2cccs2)cc1OC	-4	-3	-16	2	-7	-2.4	-3.0	-35	14
Cc1cccc(-c2cc3nc(-c4ccccc4)cc(N4CCC5(CC4)OCCO5)n3n2)c1	-5	5	-9	-2	-5	-5.0	-2.3	-16	26
CC(C)c1ccc(S(=O)(=O)c2n[nH]n3c2nc(=O)c2ccccc23)cc1	-4	-1	-24	2	25	-1.6	-2.2	-28	6
CCOC(=O)c1cc2c(=O)n3cccc(C)c3nc2n(CCCOC)c1=NC(=O)c1cccnc1	0	1	-21	4	4	-3.4	10*	-19	35
COc1ccc(CCNC(=O)c2sc3ccccc3c2Cl)cc1OC	2	3	3	-4	-13	-3.4	-1.3	-36	-6
CCc1nc2ccccc2n1Cc1ccccc1F	-3	-7	-2	-4	5	-0.3	0.5	-6	10
COc1ccccc1CN1CCc2c([nH]c3ccccc23)C1	10	5	-1	2	-24	-1.7	-1.2	17	7
COc1cccc(Nc2nnc(SCC(=O)Nc3sccc3C(N)=O)s2)c1	6	1	-14	2	-2	-3.8	-1.3	-6	18
Cc1cc(Br)cc(C)c1NC(=O)c1ccc(C#N)cc1F	0	-5	-12	3	-3	-3.6	-1.9	3	16
NC(=O)c1ccsc1NC(=O)c1ccc(S(=O)(=O)N2CCCC2)cc1	2	-1	0	6	4	-2.8	-4.9	-1	-3
Cc1cc(OCC(=O)Nc2nnc(C3CC3)s2)ccc1[N+](=O)[O-]	-17	-2	2	-2	3	-0.7	0.7	-3	20
CN1N=C(C(=O)N2CCN(c3ccc([N+](=O)[O-])cc3)CC2)CCC1=O	-2	-9	-19	2	5	-2.7	-1.9	-5	11
Cc1ccc(S(=O)(=O)Cc2c(C)noc2C)cc1	1	3	2	1	-2	-1.9	-4.8	-1	1
O=C(OCC(=O)N1CCN(C(=O)c2ccco2)CC1)c1sc2cc(F)ccc2c1Cl	3	2	-2	8	1	-1.1	-0.9	-1	16
Cc1ccc(S(=O)(=O)N2CCOCC2)cc1NC(=O)CSc1nccn1C	2	-2	10	2	1	-2.2	-1.4	1	-10
COc1cc(/C=N/NC(=O)C23CC4CC(CC(C4)C2)C3)cc(Br)c1O	13	-11	-6	0	2	-3.9	-2.1	-18	-25
O=S(=O)(Nc1nccs1)c1cnc(Cl)c(Br)c1	-2	0	7	-3	5	-3.5	0.1	-3	0
O=C(NNC(=O)c1ccc(NC(=O)c2ccccc2)cc1)c1ccccc1	-6	3	-10	nt	-21	-0.4	0.1	-2	25
O=C(NCCCN1CCCC1)c1ccc(CSCc2cccc(Cl)c2)o1	4	-2	17	2	-3	-3.3	-3.0	11	5
COc1ccc(C(=O)Nc2cc([N+](=O)[O-])ccc2N2CCN(C)CC2)cc1	-1	3	-7	1	7	-2.0	0.1	18	7
COc1ccc(N2CCN(C(=O)[C@@H](NC(=O)c3ccccc3Cl)C(C)C)CC2)cc1	4	-1	-9	-2	-6	-2.4	-0.7	-30	-3
CC(C)(C)C(=O)NNC(=O)c1cc2sccc2s1	0	5	0	5	11	1.8	-0.5	-5	20
O=C(NCCN1CCCCC1)/C(=N\O)c1ccccc1	1	6	-9	3	1	-3.0	-5.9	-4	24
O=[N+]([O-])c1cn(Cc2ccc(Cl)cc2)cn1	-7	-1	1	5	-1	-1.0	0.5	2	20
COc1ccc(S(=O)(=O)N(C)CC(=O)Nc2ccc3c(c2)OCO3)cc1OC	-6	1	-4	0	5	-3.4	-1.1	-7	-26
CCCCCCc1ccc(OCC(=O)O)cc1OCC(=O)O	-9	3	10	6	26	-3.5	-1.7	-11	19
CCOC(=O)NC(=O)/C(C#N)=N/Nc1c(F)cccc1F	-5	7	-5	4	-4	-3.8	-3.2	0	10
O=C(CSc1nnc(-c2cccnc2)n1Cc1ccco1)c1ccc(Cl)cc1	-5	12	-5	-12	-1	-3.3	-1.9	-25	14
